Assay outcomes as filed in PubChem BioAssay.
mIAP inh: mouse IAP inhibition; purified mouse IAP, CDP-Star luminescence, 30 min; inhibition, % at 10 µM; 330,000 tested, 0.2% active;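 active = inhibition of at least 40% at 10 µM in the primary screen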;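 note: plate controls were DMSO with enzyme for no effect and no enzyme wells for full effect; values of inactives mirror those of a sister screen read the other way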
NALP3 yeast inh: blocks the NALP3 inflammasome reconstituted in yeast; Yeast reconstituted NLRP3/ASC/caspase-1, beta-gal luminescence, 24 h; inhibition, % at 10 µM; 330,000 tested, 0.39% active; AID 2825;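 active = inhibition of 50% or more; inactive = inhibition below 50%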;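 note: plate controls were induced DMSO wells for no effect and uninduced yeast grown without galactose for full effect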
SENP1 inh: inhibitors of human SENP1 SUMO protease catalytic domain; Q9P0U3; recombinant SENP1 catalytic domain, CyPet-SUMO1-YPet FRET cleavage; inhibition, % at 10 µM; 360,000 tested, 0.21% active;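 active = inhibition at least 30% at 10 µM, raw YFP signal under a set limit, fluorescence ratio 0.5 to 1.5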;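 note: 0% = enzyme with DMSO and 100% = no enzyme wells; some results filed as inactive read as strong as hits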
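System: Recombinant human SENP1 catalytic domain, His6-tagged | Incubation: Enzyme reaction for 50 min at room temperature, dark | Medium: Tris pH 8 with BME, BSA, NP40 and catalase | Also added: 25 nM SUMO1 FRET substrate | Compound: 10 µM single point, 0.5% DMSO | Measured by: FRET fluorescence in CFP and YFP emission channels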
MIN6 prolif: MIN6 beta-cell proliferation induction | MIN6 cells proliferation, ATPlite luminescence, 48 h; cells starved in 0.2% serum; 100% = growth in 10% serum | proliferation, % at 10 µM | 330,000 tested, 0.29% active | AID 2380;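 active = compounds whose signal lies at least 3.5 SD above the mean of all wells on their plate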;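 note: 0% = DMSO-treated cells in low-serum medium and 100% = 10% serum control; some compounds called inactive have numbers as strong as hits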
APOBEC3G inh: inhibitors of human APOBEC3G DNA deaminase | Q9HC16 | 330,000 tested, 0.28% active | recombinant A3G, ssDNA deamination FAM/TAMRA fluorescence | inhibition, % at 20 µM;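 active = inhibition of at least 40% at 20 µM, with no more than 30% in the related APOBEC3A deaminase screen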;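 note: plate controls were DMSO wells with A3G for no effect and wells lacking A3G enzyme for full effect; some compounds called inactive have numbers as strong as hits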
Target sequence (Q9HC16 whole entry, looked up): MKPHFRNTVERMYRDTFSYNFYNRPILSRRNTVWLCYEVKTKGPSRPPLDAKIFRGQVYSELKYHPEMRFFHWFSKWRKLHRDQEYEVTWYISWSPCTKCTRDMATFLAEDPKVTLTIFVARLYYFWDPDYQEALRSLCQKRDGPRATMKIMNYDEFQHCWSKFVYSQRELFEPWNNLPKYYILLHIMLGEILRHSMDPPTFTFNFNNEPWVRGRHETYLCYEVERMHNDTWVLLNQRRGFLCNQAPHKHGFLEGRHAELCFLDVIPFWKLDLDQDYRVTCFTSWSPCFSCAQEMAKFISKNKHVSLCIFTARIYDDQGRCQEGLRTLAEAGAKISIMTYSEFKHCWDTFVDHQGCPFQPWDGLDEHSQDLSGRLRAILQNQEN
hIAP block: blocks human intestinal alkaline phosphatase | 330,000 tested, 0.12% active | inhibition, % at 10 µM | purified IAP, CDP-Star luminescence, 30 min | AID 2544 | P09923;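 active = inhibition reaching a set limit with compound at 10 µM in the primary screen, cut at about 35% in these data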;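 note: plate controls were DMSO wells with enzyme for no effect and no-enzyme buffer wells for full effect; values of inactives mirror those of a sister screen read the other way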
Target sequence (P09923 whole entry, looked up): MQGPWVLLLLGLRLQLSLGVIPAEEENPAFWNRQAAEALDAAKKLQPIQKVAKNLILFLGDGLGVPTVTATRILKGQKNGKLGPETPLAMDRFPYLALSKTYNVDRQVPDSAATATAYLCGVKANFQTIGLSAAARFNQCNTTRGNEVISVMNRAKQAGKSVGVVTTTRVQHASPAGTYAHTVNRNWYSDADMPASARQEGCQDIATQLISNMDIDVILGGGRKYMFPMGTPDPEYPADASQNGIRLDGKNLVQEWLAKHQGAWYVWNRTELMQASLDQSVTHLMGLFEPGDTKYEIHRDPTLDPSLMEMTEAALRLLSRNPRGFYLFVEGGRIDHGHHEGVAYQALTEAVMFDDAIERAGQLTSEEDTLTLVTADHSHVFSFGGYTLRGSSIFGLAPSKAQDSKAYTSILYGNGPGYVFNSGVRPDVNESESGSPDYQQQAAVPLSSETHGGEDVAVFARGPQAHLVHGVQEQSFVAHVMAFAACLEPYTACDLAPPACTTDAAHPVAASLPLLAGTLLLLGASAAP
mIAP act: increases mouse intestinal alkaline phosphatase activity | muIAP, CDP-Star luminescence, 30 min; stronger effect = higher value; 1 = vehicle-only enzyme signal, 0 = enzyme-free wells | activation factor at 10 µM | 330,000 tested, 0.24% active | AID 2805;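 active = activation factor of at least 2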; note: the source names both 10 and 20 µM as test concentration; values of inactives mirror those of a sister screen read the other way
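System: Mouse IAP enzyme | Also added: CDP-Star substrate | Dosing: Compounds dispensed in DMSO | Schedule: 30 min enzyme-substrate-compound incubation at room temperature | Technique: Chemiluminescence readout | Control set: DMSO-only wells and no-enzyme negative control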
APOBEC3A inh: human APOBEC3A DNA deaminase inhibition; P31941; recombinant A3A, FAM/TAMRA ssDNA deamination fluorescence; inhibition, % at 20 µM; 330,000 tested, 0.41% active; AID 493011;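 active = at least 40% inhibition at 20 µM here, with at most 30% in a related deaminase screen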;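 note: plate controls were A3A with DMSO for no effect and wells lacking A3A enzyme for full effect; some results filed as inactive read as strong as hits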
hIAP act: human IAP activation | P09923 | purified human IAP, CDP-Star luminescence, 30 min; stronger effect = higher value; 1 = vehicle-only enzyme, 0 = enzyme-free background | activation factor at 10 µM | 330,000 tested, 0.16% active | AID 2524;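 active = activation factor of the enzyme at least 2-fold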; note: the source names both 10 and 20 µM as test concentration; values of inactives mirror those of a sister screen read the other way
The depositor's hits bear a star; / = not tested or not shown. An excerpt (hit frequency here may not be typical).

SMILES | mIAP inh | NALP3 yeast inh | SENP1 inh | MIN6 prolif | APOBEC3G inh | hIAP block | mIAP act | APOBEC3A inh | hIAP act
CCCc1cc(=O)oc2cc(C)cc(O)c12 | 6 | -5 | -1 | -1 | -1 | -8 | 0.94 | -3 | 1.1
O=C(CNC(=O)c1ccc(Br)o1)NNC(=O)c1ccccc1F | -6 | 3 | 2 | 4 | -7 | -20 | 1.1 | 0 | 1.2
O=C(COC(=O)CCC(=O)c1ccc(Cl)cc1)NC1CC1 | 2 | -6 | 0 | -1 | -3 | 7 | 0.98 | -2 | 0.93
CN(CCO)c1cc(N2CCCCC2)c2nonc2c1[N+](=O)[O-] | 22 | 13 | 7 | -3 | -4 | -18 | 0.78 | -3 | 1.2
COc1cccc2cc(CC(=O)c3cc(C)ccc3C)c(=O)oc12 | 3 | 14 | 3 | -1 | -7 | 15 | 0.97 | -3 | 0.85
CSc1sccc1/C=C(/C#N)C(=O)c1ccco1 | 13 | -18 | 0 | -2 | -6 | 9 | 0.87 | -1 | 0.91
Cc1cc(C)n(CC(O)COc2ccccc2)n1 (stereo not given) | 9 | 2 | 1 | -3 | -4 | 7 | 0.91 | -1 | 0.93
C=CCn1c(C)cc(C(=O)COc2ccc(C)nc2[N+](=O)[O-])c1C | 14 | 7 | -1 | -4 | 3 | 4 | 0.86 | 2 | 0.96
O=C(CSc1nccn1Cc1ccco1)Nc1ccccc1F | 11 | 10 | 1 | 1 | -8 | 8 | 0.89 | -5 | 0.92
Cc1ccc(Cn2c(N3CCNCC3)nc3c2c(=O)[nH]c(=O)n3C)cc1 | -4 | 24 | 0 | -2 | -8 | -6 | 1 | 0 | 1.1
CC[C@@]1(C(=O)OC)N[C@H](CN(C)C(=O)NC(C)C)[C@@H]2C(=O)N(C)C(=O)[C@@H]21 | 5 | -3 | 1 | -1 | -3 | -10 | 0.95 | -3 | 1.1
Cc1ccc(S(=O)(=O)/N=C2/NC(=O)/C(=C/c3ccc(Br)o3)S2)cc1 | 31 | -1 | -4 | 0 | -6 | 22 | 0.69 | 52* | 0.78
Cc1ccc(C(=O)Nc2c(C#N)c(C)c(C)n2Cc2ccccc2)cc1 | -14 | 19 | 2 | -2 | -5 | -28 | 1.1 | -1 | 1.3
Cc1cccc(C)c1NC(=O)CN1C(=O)C2CC=CCC2C1=O (stereo not given) | -4 | 4 | 1 | -5 | -6 | -5 | 1 | -2 | 1
COC(=O)c1cc(S(=O)(=O)Nc2cc(S(=O)(=O)N(C)C)ccc2C)oc1C | 1 | 20 | -2 | -1 | -10 | -4 | 0.99 | -1 | 1
CCOC(=O)c1c(NC(=S)Nc2ccc(OCC)cc2)sc2c1CCN(C)C2 | 17 | 20 | -149 | -1 | -3 | -16 | 0.83 | 0 | 1.2
Cc1ccc(-n2c(SCC(=O)NCCC3=CCCCC3)nc3n[nH]c(C)c3c2=N)cc1Cl | -8 | -3 | 2 | -7 | 2 | 3 | 1.1 | 1 | 0.97
O=C(NC1CCCCC1)N1CCC(c2nc3ccccc3[nH]2)CC1 | -1 | -7 | 0 | -2 | -6 | -2 | 1 | 0 | 1
CC1(C)Cc2c(sc3ncnc(NNC(=S)NCc4ccccc4)c23)CO1 | 16 | 12 | 1 | -1 | -5 | -4 | 0.83 | -4 | 1
Cc1nc(SCc2cccc(C(=O)O)c2)nc2c1CCCC2 | 2 | -1 | 4 | -2 | -7 | 13 | 0.98 | -4 | 0.87
C=CCNC(=S)NNC(=O)c1cccc2ccccc12 | 7 | 2 | 0 | -2 | -10 | 8 | 0.93 | -4 | 0.92
COc1cc(CCC(=O)OCC(=O)Nc2ccccc2C#N)cc(OC)c1OC | -9 | 13 | 1 | -1 | 1 | -8 | 1.1 | 2 | 1.1
O=C(O)CCCC(=O)NNc1ncnc2ccccc12 | -6 | 26 | 0 | 0 | -5 | 4 | 1.1 | 5 | 0.96
CC(C)[C@H](NC(=O)NCc1ccco1)C(=O)O | 7 | -1 | 1 | -2 | -6 | 4 | 0.93 | -17 | 0.96
Cn1cc(Cl)c(C(=O)N(Cc2ccccc2)c2ccccn2)n1 | -3 | 13 | 0 | 1 | -8 | -19 | 1 | -1 | 1.2
Cc1ccc(C(=O)Cn2nc(C(=O)O)c3ccccc3c2=O)cc1C | 9 | 1 | 3 | -5 | 1 | -4 | 0.91 | 5 | 1
O=C(NN(C(=O)c1ccccc1)c1ccccc1)c1ccccc1 | -10 | -4 | 2 | -4 | 31 | -5 | 1.1 | 11 | 1
Cc1cccnc1NC(=O)Cn1c(=O)oc2ccccc21 | -3 | 4 | 0 | -2 | 19 | 15 | 1 | 5 | 0.85
CC(=O)Nc1ccc(-c2ccc3nnc(C)n3n2)cc1 | -6 | 13 | 3 | -2 | -2 | -5 | 1.1 | -4 | 1.1
Cc1ccccc1-c1nnc(SCC(=O)N(CC(C)C)c2c(N)n(CC(C)C)c(=O)[nH]c2=O)n1C | -2 | -10 | 2 | 0 | -4 | -10 | 1 | 4 | 1.1
C#CCOCCOCCOCCNc1nc(N2CCOCC2)nc(N2CCN(C(=O)[C@H](CCCCN)n3cc([C@@H](N)CO)nn3)CC2)n1 | -6 | 12 | 2 | -1 | 9 | -3 | 1.1 | 4 | 1
O=C1C2C3C=CC(C3)C2C(=O)N1c1ccc(-c2nc3ccccc3c(=O)o2)cc1 (stereo not given) | -12 | 7 | 2 | 3 | -1 | -68 | 1.1 | 0 | 1.7
O=C(CN1CCOCC1)Nc1ccc(S(=O)(=O)N2CCCCCC2)cc1 | 2 | 5 | 0 | 1 | -1 | -2 | 0.98 | 1 | 1
COc1ccc2c(c1)SCC(=O)N2C | 21 | 12 | 1 | -1 | -1 | 15 | 0.79 | -1 | 0.85
CC1CCCCC1NC(=O)c1ccc(CNc2c(N3CCCC3)c(=O)c2=O)cc1 (stereo not given) | 4 | 10 | 1 | -2 | 6 | -11 | 0.96 | 1 | 1.1
COc1ccccc1CC(=O)Nc1cc(OC)c(NC(=O)c2ccccc2)cc1OC | -6 | 14 | -3 | -4 | 2 | -17 | 1.1 | -8 | 1.2
CC1(OC(=O)C2CCCC2)C(=O)C=C2C=C3CCCN3C=C2C1=O (stereo not given) | 7 | -10 | / | 5 | 36 | 7 | 0.93 | 47 | 0.93
CC(=O)Nc1cccc(OCc2c(F)cccc2Cl)c1 | -3 | 14 | 0 | -2 | 4 | -2 | 1 | 3 | 1
O=C(CSc1nc2cc(Cl)ccc2s1)NC(=O)NCc1ccco1 | 5 | 1 | -4 | -1 | 15 | -7 | 0.95 | 28 | 1.1
CSCCOC(=O)C1=C(C)NC(=O)NC1c1ccc2c(c1)OCO2 (stereo not given) | 1 | 6 | -1 | -1 | -3 | -10 | 0.99 | -5 | 1.1
COC(=O)[C@]1(Cc2ccccc2)N[C@H](c2ccc(-c3ccccc3)cc2)[C@@H]2C(=O)N(C)C(=O)[C@@H]21 | -5 | 13 | 1 | -7 | -2 | -14 | 1.1 | 1 | 1.1
CN(C)c1ccc(/C=N/NC(=O)C2CC2c2ccccc2)cc1 (stereo not given) | -12 | 16 | -2 | 2 | -1 | -2 | 1.1 | 3 | 1
COc1ccc(S(=O)(=O)N2CCCCC2)cc1NC(=O)CNc1ccccc1C(C)=O | 0 | 12 | -29 | -2 | -5 | -12 | 1 | 7 | 1.1
COc1ccc(-n2ccc3ccccc32)cc1 | 5 | 14 | -4 | -3 | -2 | -4 | 0.95 | -1 | 1
CC1CCCC(CC(=O)O)(CC(=O)O)C1 (stereo not given) | 3 | 0 | 1 | -3 | -2 | 24 | 0.97 | 3 | 0.76
O=C(COC(=O)c1ccccc1Br)NCC1CCCO1 (stereo not given) | -3 | 8 | -1 | 2 | -6 | 0 | 1 | -2 | 1
Cc1cccc(C)c1N1C(=O)c2ccccc2C1=O | 7 | -21 | 2 | -3 | 4 | 1 | 0.93 | 3 | 0.99
CCOC(=O)c1sc(N2C(=O)C(O)=C(C(=O)c3ccco3)C2c2ccc(C)o2)nc1C (stereo not given) | -5 | 3 | -31 | -4 | 4 | -6 | 1 | 8 | 1.1
CCn1c(SCC(=O)Nc2cccc(NC(=O)c3cccs3)c2)nnc1-c1ccncc1 | -10 | -2 | 1 | -1 | -5 | -16 | 1.1 | -3 | 1.2
Nc1nc(NCc2ccco2)nc(N2CCN(Cc3ccccc3)CC2)c1[N+](=O)[O-] | -2 | 23 | 0 | -4 | -2 | 14 | 1 | 2 | 0.86

A few values from above.
Result of `CCOC(=O)c1sc(N2C(=O)C(O)=C(C(=O)c3ccco3)C2c2ccc(C)o2)nc1C` (stereo not given) in hIAP act: 1.1
Result of `COc1ccc(S(=O)(=O)N2CCCCC2)cc1NC(=O)CNc1ccccc1C(C)=O` in NALP3 yeast inh: 12

Remaining list, next part.
SMILES | mIAP inh | NALP3 yeast inh | SENP1 inh | MIN6 prolif | APOBEC3G inh | hIAP block | mIAP act | APOBEC3A inh | hIAP act
O=C(O)c1ccc(N=Nc2c(O)[nH]c3ccc(Br)cc23)cc1 | 11 | 10 | 10 | -2 | -3 | 9 | 0.89 | 4 | 0.91
Cc1ccc(S(=O)(=O)N(CC(=O)N2CCC(C)CC2)c2ccccc2)cc1 | 4 | 6 | 3 | 1 | -4 | 6 | 0.96 | 1 | 0.94
O=C(Nc1nc2c(Cl)ccc(Cl)c2s1)c1ccco1 | 0 | -41 | -2 | 3 | -8 | 22 | 1 | -6 | 0.79
CCCCNC(=O)c1c[nH]c2ccc(S(=O)(=O)N3CCOCC3)cc2c1=O | 5 | -1 | 1 | 3 | -10 | 6 | 0.95 | 0 | 0.94
O=C(NCC1CCCO1)c1ccc(NC(=O)c2cc(F)c(F)cc2Cl)cc1 (stereo not given) | -2 | 17 | 3 | -5 | 4 | -16 | 1 | 10 | 1.2
CC(=O)c1ccc(NC(=O)CN(c2c(C)cccc2C)S(C)(=O)=O)cc1 | 2 | 1 | 2 | 1 | -6 | -11 | 0.98 | -3 | 1.1
CC1CCN(C2=NC(=O)/C(=C/c3cn[nH]c3-c3ccccc3)S2)CC1 | 3 | 14 | -1 | -2 | -5 | -27 | 0.97 | 1 | 1.3
CCN(C(=O)Cn1c([N+](=O)[O-])cnc1C)c1ccccc1 | 11 | 4 | 0 | -2 | -6 | -9 | 0.89 | -7 | 1.1
CCOCCOc1cccc(C(=O)NC(c2ccccc2)C(C)C)c1 (stereo not given) | -7 | 9 | 3 | 0 | 0 | 9 | 1.1 | 3 | 0.91
O=C(COc1ncnc2cc([N+](=O)[O-])ccc12)NCc1ccc2c(c1)OCO2 | 5 | 16 | -37 | -3 | 2 | 1 | 0.95 | 0 | 0.99
CCOC(=O)C1=C(CP(=O)(c2ccccc2)c2ccccc2)NC(=O)NC1c1ccc(Cl)cc1 (stereo not given) | -6 | 11 | 1 | -4 | 3 | -17 | 1.1 | 3 | 1.2
COc1ccc(NC(=O)Cn2nnc(-c3ccccc3F)n2)cc1 | 1 | 13 | 1 | -1 | -1 | -7 | 0.99 | -1 | 1.1
